PhoP inhibition – inhibitors of PhoP regulon expression, primary screen, Salmonella Typhimurium, GFP reporter (AID 1863); S. Typhimurium PhoP-regulated promoter GFP reporter, 4 h; higher % means a stronger effect; inhibition, % at 50 µM, or IC50 in µM where a hit was titrated; 0.16% of 300,000 active;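 active = inhibition over 29.93%, a cutoff 3 SD above the screen mean, later confirmed by dose response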;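 note: 0% = low Mg2+ inducing control and 100% = high Mg2+ repressing control; strong numbers were not always called active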
T cell modulator – T cell immune modulators affecting CD8 T cell-vesicle binding | 2C CD8+ T cell-vesicle binding, flow cytometry; stronger effect = lower value | calls only at 7 µM | 0.068% of 330,000 active;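 active = response, share of CD8 T cells binding vesicles, and their 90th percentile fluorescence all below set limits, cut at about 80% in these data, passing the limit was not always enough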
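Assay system – 2C mouse CD8+ T cells · Also added – QL9-loaded Drosophila micro-vesicles · Timing – Cell–vesicle co-incubation 1.5 h at 37 °C, staining 20 min on ice · Signal – flow cytometry of vesicle-bound cells · Measure – percent CD8+ FL2 mean versus row control · Controls – Peptide-free naked vesicles (low) and QL9 vesicles with 0.7% DMSO vehicle (high)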
Lipid droplet – modulators of hepatic lipid droplet formation; inhibition, % at 6.5 µM; AID 1656; AML12 mouse hepatocytes, oleate lipid droplets, BODIPY imaging; 0.4% of 240,000 active;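 active = lipid droplet intensity inhibited by at least 50%, with more than 500 cells counted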
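material = mouse AML12 hepatocyte cell line, fixed after treatment | also added = 100 µM oleic acid challenge | doses = compound at 6.5 µM only | schedule = overnight exposure | technique = Image-based BODIPY and DAPI two-channel analysis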
Lipid droplet cells 6.5 µM – second read-out of Lipid droplet, no call of its own (marks repeat the call); cell count; measured here: cell count, cytotoxicity flag;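 cells counted across two imaged fields per well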
T cell modulator vesicle-bound % – recorded beside T cell modulator, whose call it bears; double positive events, %; measured here: CD8+ vesicle-bound cell fraction;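 binding gate set so that unloaded-vesicle control wells show 10% double positive cells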
Numbers without * were called inactive; i = inactive. Only part of the results is shown, so the mix of outcomes need not match the whole.

SMILES | PhoP inhibition | T cell modulator | T cell modulator vesicle-bound % | Lipid droplet | Lipid droplet cells 6.5 µM
OCCC1CN(Cc2ccc(F)cc2Cl)CCN1CCc1ccccc1 (stereo not drawn) | 1% | i | 63 | -2 | 831
CCCN1CCN(CCCNC(=O)c2cc3c(s2)-c2c(C)cccc2OC3)CC1 | -9% | i | 6 | -35 | 669
CC(C)Oc1ccccc1/C=N/NC(=O)C1CCCC1 | -2% | i | 59 | -3 | 843
CCN(CC)c1ccc(NC(=O)CN2CCN(CC(=O)Nc3ccc(OC)cc3)CC2)cc1 | 4% | i | 61 | 3 | 841
COc1cc(C(=O)NC23CC4CC(CC(C4)C2)C3)cc(OC)c1OC | 1% | i | 59 | -2 | 813
CCCNC(=O)C1CCC(CNS(=O)(=O)c2ccc3c(c2)CC(C)N3C(C)=O)CC1 (stereo not drawn) | -8% | i | 12 | -3 | 721
Cc1cc(Cl)c2oc(C(=O)N3CCN(c4cccc(C)n4)CC3)c(C)c2c1 | 2% | i | 9 | 0 | 812
O=C(COc1ccccc1)Nc1ccccc1F | 2% | i | 66 | 1 | 827
COc1ccc(Cc2nnc(NC(=O)C3CC(=O)N(CCc4ccc(F)cc4)C3)s2)cc1OC (stereo not drawn) | 2% | i | 8 | 2 | 583
COc1cc(/C=C2\C(=N)N3N=C(S(C)(=O)=O)SC3=NC2=O)ccc1OC(=O)c1ccco1 | -17% | i | 7 | -12 | 711
CCN(CC(=O)Nc1c(F)cccc1F)C(=O)CSc1nnc(-c2ccco2)n1CC | -2% | i | 12 | 4 | 855
COc1cc(C(=O)Oc2c(OC)cc(C(=S)N3CCOCC3)cc2OC)cc(OC)c1OC | -4% | i | 55 | -2 | 836
COc1ccccc1CNc1ncc(-c2ccc(F)cc2)n1C | 2% | i | 25 | -2 | 740
CC1CCCC(NS(=O)(=O)c2cc(Br)cnc2N)C1C (stereo not drawn) | 3% | i | 39 | -2 | 696
COCCNC(=O)C(OC(=O)c1ccco1)c1ccccc1Cl (stereo not drawn) | 10% | i | 64 | 8 | 842
COc1ccccc1-c1cc(-c2ccccc2)nc(=O)[nH]1 | -1% | i | 10 | 3 | 830
COc1cccc(CN2CCNC(=O)C2CC(=O)N(C)CC2CCOCC2)c1 (stereo not drawn) | -6% | i | 37 | -4 | 707
C[C@]12C(=O)N(c3ccc(Br)cc3)C(=O)N1[C@@H]1c3ccccc3OC[C@@H]1[C@H]2c1ccccc1 | 7% | i | 39 | 7 | 802
CCc1ccc(S(=O)(=O)Nc2ccncc2)cc1 | 9% | i | 46 | -4 | 800
CCOC(=O)c1ccccc1NC(=S)N1CCN(C(=O)c2ccco2)CC1 | -4% | i | 44 | -13 | 816

Retrieved by structure from above (3):
SMILES | PhoP inhibition | T cell modulator | T cell modulator vesicle-bound % | Lipid droplet | Lipid droplet cells 6.5 µM
COc1cc(/C=C2\C(=N)N3N=C(S(C)(=O)=O)SC3=NC2=O)ccc1OC(=O)c1ccco1 | -17% | i | 7 | -12 | 711
CCCN1CCN(CCCNC(=O)c2cc3c(s2)-c2c(C)cccc2OC3)CC1 | -9% | i | 6 | -35 | 669
CC1CCCC(NS(=O)(=O)c2cc(Br)cnc2N)C1C (stereo not drawn) | 3% | i | 39 | -2 | 696

New compounds follow.
SMILES | PhoP inhibition | T cell modulator | T cell modulator vesicle-bound % | Lipid droplet | Lipid droplet cells 6.5 µM
C=CCN1C(=O)c2ccccc2Sc2ccc(C(=O)NCC(OC)OC)cc21 | -15% | i | 28 | 55* | 881*
CCOc1ccc(S(=O)(=O)N2CCCC(C(=O)NCc3ccncc3)C2)cc1Cl (stereo not drawn) | -3% | i | 50 | 1 | 644
O=C(CC(=O)Nc1ccccc1[N+](=O)[O-])Nc1ccccc1[N+](=O)[O-] | 9% | i | 26 | -1 | 825
COc1cc2[nH]c(C(=O)Nc3ccc(F)cc3)cc2c(OC)c1OC | 19% | i | 28 | -34 | 797
CC(NS(=O)(=O)c1ccc(F)cc1)C(=O)Nc1ccc2c(c1)OCCO2 (stereo not drawn) | -2% | i | 9 | -16 | 712
Cc1oc(-c2ccc(-c3ccccc3)cc2)nc1CN(CCO)C(C)C | -6% | i | 57 | 5 | 799
CC(=O)Nc1ccc(NC(=O)CCn2c(=O)oc3ccccc32)cc1 | 0% | i | 23 | 4 | 712
Cc1ccc(C(=O)NCCc2ccccc2)cc1N1CCCC1=O | 8% | i | 31 | -8 | 716
CCOc1ccccc1NC(=O)CCc1c(C)nn(-c2ccc(N3CCCCC3)nn2)c1C | 1% | i | 8 | 16 | 827
CS(=O)(=O)N(CC(=O)N1CCCC1)c1ccc(Cl)cc1 | -5% | i | 46 | 2 | 844
CN(C)CCCN(C(=O)c1ccc(S(=O)(=O)N2CCc3ccccc32)cc1)c1nc2c(Cl)cccc2s1 | 5% | i | 61 | 20 | 646
Clc1cccc(Cl)c1CNCCCSc1ncccn1 | 5% | i | 48 | -3 | 806
COc1ccc(C(=O)N2CCC(n3nccc3NC(=O)C3CCOC3)CC2)cc1 (stereo not drawn) | 6% | i | 36 | -3 | 839
CCc1ccc(C(=O)NNC(=O)c2cc(S(=O)(=O)N(C)C)ccc2N2CCCC2)cc1 | 2% | i | 15 | 3 | 898
O=C(NC1CC1)c1nc(Cn2ccc([N+](=O)[O-])n2)no1 | 1% | i | 29 | -10 | 824
CCCc1nnc(SCC(=O)Nc2nc(C)cs2)n1CCOC | -6% | i | 23 | -3 | 766
COc1ccc(S(=O)(=O)Nc2ccccn2)cc1C(=O)Nc1ccccc1 | -1% | i | 12 | 6 | 811
CCOc1ccc(CN2CCC(C(=O)Nc3cccc(-c4ccn[nH]4)c3)CC2)cc1Cl | -8% | i | 7 | -9 | 719
O=C(/C=C/c1ccco1)NC(=S)N1CCCCC1 | -2% | i | 24 | 4 | 845
COc1ccc(N(CC(O)CN2CCOCC2)S(=O)(=O)c2ccccc2)cc1 (stereo not drawn) | -1% | i | 26 | -60 | 806
Cc1ccc(N(C(=O)c2snc(C(N)=O)c2N)C(C(=O)NCC2CCCO2)c2ccc(C)o2)c(C)c1 (stereo not drawn) | 3% | i | 20 | -24 | 789
COCCN(C(=O)CSc1nnc(-c2cccc(F)c2)n1N)c1c(N)n(CC(C)C)c(=O)[nH]c1=O | -5% | i | 7 | 4 | 818
O=C1c2ccccc2C(=O)N1c1ccc(S(=O)(=O)N2CCCCC2)cc1 | -5% | i | 22 | 1 | 799
O=C(c1ccc(=O)[nH]c1)N1CCN(S(=O)(=O)c2ccc(Cl)cc2)CC1 | -1% | i | 26 | 8 | 866
O=C(CSc1ccc(-c2ccco2)nn1)Nc1ccc(F)cc1F | -7% | i | 10 | -1 | 672
Cc1cc(S(=O)(=O)N2CCOCC2)ccc1OCC(=O)Nc1cccc(F)c1 | 6% | i | 11 | -6 | 800
CCOc1cc(/C=N/NC(=O)C(=O)N/N=C/c2ccc(O)c(OCC)c2)ccc1O | 0% | i | 38 | -4 | 828
COCCC(=O)N1CCC(Oc2ccc(C(=O)N3CCCC(CCCO)C3)cc2)CC1 (stereo not drawn) | 1% | i | 12 | 11 | 694
CCC(=O)Nc1cccc(C(=O)N(Cc2ccccc2)Cc2ccccc2)c1 | -4% | i | 53 | -3 | 391
Cc1cc(NC(=O)c2ccc(F)cc2)no1 | -2% | i | 54 | -8 | 849
O=C(Nc1ccccc1)c1ccc(NC(=O)c2cccs2)cc1 | -1% | i | 62 | -11 | 609
COc1ccc(OCc2cc(C(=O)NC3Cc4ccccc4C3)no2)c(Cl)c1 | 0% | i | 65 | 1 | 824
COc1ccc(-c2c(C)c3cc(O)ccc3oc2=O)cc1 | -6% | i | 37 | 10 | 759
CCOc1ccc(N(CC(=O)N2CCCCCC2)S(C)(=O)=O)cc1 | 7% | i | 48 | -5 | 843
CC(=O)N1c2ccc(S(=O)(=O)N(C)CC(=O)Nc3cccc(C)c3)cc2CC1C (stereo not drawn) | -3% | i | 12 | -11 | 716
O=[N+]([O-])c1ccc(-n2nncc2-c2ccccc2)cc1 | 1% | i | 44 | 7 | 839
O=C(NC(Cc1ccccc1)C(=O)O)/C(=C/c1ccc(Br)cc1)NC(=O)c1ccc(Br)o1 (stereo not drawn) | 2% | i | 14 | -2 | 655
COc1ccc(N(CC(=O)N2CCN(c3ccccc3F)CC2)S(=O)(=O)c2c(C)noc2C)cc1 | -6% | i | 16 | 13 | 734
CC1(C)Cc2c(sc(NC(=O)C(=O)N3CCCC3)c2C(=O)O)CO1 | -1% | i | 41 | 31 | 693
CCc1ccc(N(CC(=O)NCc2ccco2)C(=O)CCC(=O)Nc2ccccn2)cc1 | -3% | i | 17 | 4 | 784
Cc1[nH]c(=O)[nH]c(=O)c1S(=O)(=O)Nc1ccc(Cl)c([N+](=O)[O-])c1 | 5% | i | 48 | -17 | 694
O=C(CCCN1C(=O)/C(=C\c2ccccc2)SC1=S)Nc1ccc(O)cc1C(=O)O | -4% | i | 9 | -21 | 697
CCOc1ccc2nc(SCC(=O)NC3CC3)sc2c1 | -4% | i | 68 | -10 | 842
O=C(CCN1C(=O)/C(=C/c2ccccc2Cl)SC1=S)N1CCCC1 | 8% | i | 34 | -7 | 727
COc1ccc(C)cc1S(=O)(=O)N1CCCC(C(=O)N2CCOCC2)C1 (stereo not drawn) | 0% | i | 66 | 1 | 817
COc1ccc(C)cc1S(=O)(=O)N(CC(=O)NCc1ccco1)c1ccc(C)cc1 | 6% | i | 73 | -7 | 817
COc1ccc(CCN=C(N)NS(=O)(=O)c2ccc(OC)c(OC)c2)cc1OC | -4% | i | 25 | -4 | 830
N#Cc1ccc(NC(=O)CN2C(=O)NC3(CCCC3)C2=O)cc1 | 1% | i | 28 | -9 | 765
COc1ccccc1NS(=O)(=O)c1cccc(C(=O)NCC(C)(C)N2CCOCC2)c1 | 0% | i | 10 | 4 | 828
CCOc1ccc(S(=O)(=O)Nc2ccc(C(=O)NCC3CCCO3)cc2)cc1 (stereo not drawn) | -2% | i | 48 | -23 | 642
Cc1cccc(Nc2nc(C)cc(C)c2C#N)c1 | 8% | i | 50 | 15 | 797
Cc1ccc(CNc2nc(C)cs2)cc1 | 1% | i | 14 | -27 | 758
CCc1ccc(-c2nc(CS(=O)CC(=O)NCc3ccco3)c(C)o2)cc1 (stereo not drawn) | -10% | i | 12 | 2 | 768
Cc1ccc(CN2CCC(CNS(=O)(=O)c3ccc(-c4ccc(=O)[nH]n4)s3)CC2)cc1 | 7% | i | 16 | -2 | 661
CCN1CCN(c2ccc(NC(=O)c3cc(OC)c(OC)c(OC)c3)cc2)CC1 | -4% | i | 58 | 2 | 806
CC1CN(CCS(=O)(=O)c2cc(Cl)ccc2Cl)CC(C)O1 (stereo not drawn) | 14% | i | 16 | -14 | 789
Cc1ccc(S(=O)(=O)CC(=O)N2CC(C)OC(C)C2)cc1 (stereo not drawn) | -4% | i | 6 | 0 | 859
CC(C)(C)OC(=O)N1CCN(CCNC(=O)c2ccccc2)CC1 | -3% | i | 54 | -2 | 828
NS(=O)(=O)c1ccc(CNC(=O)c2cc(-c3cccnc3)nc3ccc(Br)cc23)cc1 | -5% | i | 26 | -16 | 789
COc1ccccc1CN(C)C(=O)c1ccccc1Sc1ccccc1C#N | 1% | i | 49 | -7 | 705

6 entries from above, sorted by the value under T cell modulator vesicle-bound %, high to low:
structure | PhoP inhibition | T cell modulator | T cell modulator vesicle-bound %
Cc1cc(NC(=O)c2ccc(F)cc2)no1 | -2% | i | 54
CCOc1ccc(S(=O)(=O)N2CCCC(C(=O)NCc3ccncc3)C2)cc1Cl (stereo not drawn) | -3% | i | 50
CCOc1ccc(S(=O)(=O)Nc2ccc(C(=O)NCC3CCCO3)cc2)cc1 (stereo not drawn) | -2% | i | 48
CC1CN(CCS(=O)(=O)c2cc(Cl)ccc2Cl)CC(C)O1 (stereo not drawn) | 14% | i | 16
CCN(CC(=O)Nc1c(F)cccc1F)C(=O)CSc1nnc(-c2ccco2)n1CC | -2% | i | 12
COc1ccc(Cc2nnc(NC(=O)C3CC(=O)N(CCc4ccc(F)cc4)C3)s2)cc1OC (stereo not drawn) | 2% | i | 8

Next structures.
SMILES | PhoP inhibition | T cell modulator | T cell modulator vesicle-bound % | Lipid droplet | Lipid droplet cells 6.5 µM
CC(=O)c1ccccc1OCC(O)Cn1ccnc1 (stereo not drawn) | 5% | i | 25 | -1 | 837
CC(C)C[C@H](NC(=O)N1CCn2c1nc1ccccc12)C(=O)NCc1ccc2c(c1)OCO2 | -1% | i | 11 | 15 | 737
CCCCN(C)CCNC(=O)CN1C(=O)CSc2ccc(S(=O)(=O)N3CCOCC3)cc21 | -7% | i | 32 | 10 | 714
CCc1ccccc1NC(=O)CCCN1C(=O)c2cccnc2C1=O | 1% | i | 60 | 4 | 669
O=C(c1ccc(F)cc1)C1CCN(C(=O)Nc2ccc(F)cc2F)CC1 | 4% | i | 42 | 42 | 698
COc1ccc(CCNC(=O)CCC(=O)NC2CCCC(C)C2C)cc1OC (stereo not drawn) | 3% | i | 56 | 6 | 835

Screening data: PubChem BioAssay, several laboratories
